Source: PubChem BioAssay
M. tuberculosis GlmU: inhibition of mycobacterial GlmU enzyme – biochemical, glucosamine-1-phosphate acetyltransferase (AID 1376) | M. tuberculosis GlmU acetyltransferase enzyme assay; higher % means a stronger effect | inhibition, %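 (tested at 30 µM in the primary screen)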; hits with a dose series show IC50 in µM | 220,000 tested, 0.25% active; in the data active means inhibition above about 13%; inconclusive means no clear call, values can overlap the other calls;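 further: 0% = complete reaction with vehicle and 100% = reaction without substrate; strong numbers were not always called active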
Mtb RmlCD inh: M. tuberculosis RmlC/RmlD inhibition. RmlC+RmlD coupled enzyme assay, percent inhibition; primary screen in compound mixtures. inhibition, % at 3.6 µM. 160,000 tested, 0.03% active. AID 1533; in the data active means inhibition mostly above about 34%, no sharp cut-off; inconclusive means no clear call, values can overlap the other calls; inactive means mostly below about 22%; further: some results filed as inactive read as strong as hits
Target sequence (P9WH09 whole entry, looked up): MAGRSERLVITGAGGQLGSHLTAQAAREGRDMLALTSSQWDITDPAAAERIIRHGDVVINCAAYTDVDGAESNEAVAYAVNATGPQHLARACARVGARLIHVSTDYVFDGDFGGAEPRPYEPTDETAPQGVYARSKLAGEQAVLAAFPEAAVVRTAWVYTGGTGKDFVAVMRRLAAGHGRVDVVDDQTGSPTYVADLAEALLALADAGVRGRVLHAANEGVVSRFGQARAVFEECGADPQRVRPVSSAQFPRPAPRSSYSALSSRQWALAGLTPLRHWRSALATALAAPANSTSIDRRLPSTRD
Target sequence (P9WH11 whole entry, looked up): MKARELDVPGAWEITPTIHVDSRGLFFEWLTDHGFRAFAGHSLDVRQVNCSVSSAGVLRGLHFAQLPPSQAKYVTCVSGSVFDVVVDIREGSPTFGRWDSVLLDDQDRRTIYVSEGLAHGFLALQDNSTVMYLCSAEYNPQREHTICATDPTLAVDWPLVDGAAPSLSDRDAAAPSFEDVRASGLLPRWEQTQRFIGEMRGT
* = called active by the depositor; ? = inconclusive; / = not tested or not shown.

SMILES	M. tuberculosis GlmU	Mtb RmlCD inh
CCN1CCN(C(=O)Cc2ccccc2OC)CC1	-2.2%	-8
O=C1C(C=NCCCN2CCOCC2)=C(O)c2ccccc21	0.2%	-5
CC1C(O)=C(c2nc3ccccc3[nH]2)C(=N)N1c1ccccc1 (stereo not given)	-2.8%	/
O=C(CSc1nnc(SCc2ccc(Cl)cc2)s1)N1CCN(C(=O)c2ccco2)CC1	-2.6%	-4
CCN(CC)CCNC(=O)c1cccc(NC(=O)C(=O)c2ccccc2NC(C)=O)c1	-4.1%	8
CC(C)NC(=O)/C(C#N)=C/c1cccc(NC(=O)c2ccccc2Cl)c1	0.7%	8
Cc1cc(C(=O)OCC(=O)N(C)C2CCS(=O)(=O)C2)c(C)n1-c1ccccc1 (stereo not given)	-0.6%	-3
CNc1ccccc(-c2ccc3cc4c(cc3n2)OCO4)c1=O	0.4%	2
CCNc1nc(NCC)n2c(SCC(=O)O)nnc2n1	0.1%	/
Cc1ccc(-c2cc(C(F)F)n3ncc(C(=O)NN4CCCCC4)c3n2)cc1	-1.3%	-10
CC(C)CCNC(=O)CN(CC1CCCO1)C(=O)CCC(=O)Nc1nccs1 (stereo not given)	-3.3%	0
CCn1cc(C(=O)O)c(=O)c2cc(F)c(N3CCN(C(=S)NC(=O)c4ccc(F)c(F)c4)CC3)cc21	3.6%	-7
COc1cccc(NC(=O)Nc2ccc(CC(=O)O)cc2)c1	-8.8%	1
O=C(NCCc1ccccc1)c1ccc(CS(=O)(=O)c2ccc(Cl)cc2)o1	7.6%	-9
CN1CCc2c(c3c(n2C)CCN(C)[C@H]3c2ccccc2F)[C@@H]1c1ccccc1F	1.4%	/
CC(C)C1C(c2ccccc2)N(C)C(c2ccccc2)CC1(O)c1ccccc1 (stereo not given)	3.4%	/
O=C(O)CCn1c(SCc2ccccc2)nc2ccccc21	-1.4%	5
O=c1[nH]c2cc(Cl)cc(Cl)c2[nH]c1=O	1.9%	/
CSc1nccc(-c2nn(-c3ccc(C)cc3)ccc2=O)n1	-3.0%	-6
Nc1c(Cl)cc(Cl)cc1C(=O)OCC(=O)N1CCOCC1	8.8%	3
CC1CC(Nc2ccccc2N)=CC(=O)O1 (stereo not given)	3.4%	0
COc1ccc(/C=N/NC(=O)c2ccccc2Cl)cc1CSc1nc2ccccc2s1	3.7%	-8
CC(C)(C)C(=O)O/N=C1\CCS(=O)(=O)c2sccc21	-9.4%	-5
Cc1[nH]nc(-c2ccc(OCc3cnn(-c4ccccc4)c3)cc2O)c1Oc1ccc(F)cc1	-0.5%	-4
Nc1ccccc1NC1=CC(=O)CC(c2ccco2)C1 (stereo not given)	-3.7%	/
SMILES	M. tuberculosis GlmU	Mtb RmlCD inh
O=C(O)CC1(CC(=O)Nc2ccc(Oc3cccc(C(F)(F)F)c3)nc2)CCCC1	-1.3%	7
COc1ccc(OCC(=O)N/N=C2/C=C(C)CC2)cc1	3.8%	-13
O=C1c2cccnc2C(=O)N1c1ccccc1-c1ccccc1	3.4%	/
COC(=O)c1cc(OC)c(OC)cc1NC(=O)CC1CCCCC1	3.8%	12
Cc1cccc(NS(=O)(=O)c2cccs2)c1	-2.7%	-10
N#Cc1c(-c2cccnc2)c2c([nH]c1=S)CCCC2	3.9%	15
O=c1[nH][nH]c(-c2ccccc2)c1C=Nc1ccccc1Cl	0.7%	16
CCc1nnc(NC(=O)c2cc(S(=O)(=O)N(CC)CC)ccc2Cl)s1	2.1%	8
O=C(NCCNc1ccc2ccccc2c1)c1cccn2c(=O)c3sccc3nc12	-0.8%	-6
Cc1cc(N2CCOCC2)ccc1/C=C1/SC(=O)NC1=O	-0.1%	5
O=C(O)c1cn(Cc2ccccn2)c(=O)c2ccccc12	-1.8%	-13
CCCC(C)C(=O)Nc1ccc(S(=O)(=O)Nc2nccs2)cc1 (stereo not given)	7.5%	-6
O=C(CN1CCCC1)Nc1ccc(F)cc1	2.5%	32
Cc1ccc(-c2cc(C(=O)NC3=NCCS3)c3ccccc3n2)cc1C	-5.4%	/
Cc1nn(-c2cccc(C(=O)O)c2)c(C)c1Oc1ccccc1O	-5.3%	/
Cc1ccc(NC(=S)NNC(=O)c2c(Cl)c(C)nn2C)cc1	2.5%	/
S=c1[nH]nc(-c2ccco2)n1/N=C/c1ccccc1Cl	1.7%	11
Cc1ccc(NC(=O)CC(C)N2CCCC2)cc1 (stereo not given)	-0.5%	/
CC(C)OCCCNc1nc2c(c(=O)n(Cc3ccccc3F)c(=O)n2C)n1C	-2.0%	/
Cc1ccc2cccc(NC3OC(=O)c4ccccc43)c2n1 (stereo not given)	-8.3%	/
Cc1cc(C(=O)COC(=O)C2=COCCO2)c(C)n1-c1ccc2c(c1)OCO2	-2.7%	/
COc1cc2nc(CN(C)Cc3ccc(F)cc3)[nH]c(=O)c2cc1OC	-1.7%	-9
Cc1oc(-c2ccccc2F)nc1CS(=O)CC(=O)NCc1ccc2c(c1)OCO2 (stereo not given)	-2.9%	-5
Cc1ccsc1/C=N/NC(=O)Cn1cnc2ccccc21	0.2%	/
O=C1c2ccccc2C(=O)N1CCCCN(C(=O)c1ccc(Cl)s1)c1ccc(Cl)cc1	2.5%	-14
SMILES	M. tuberculosis GlmU	Mtb RmlCD inh
CCC(CC)NC(=O)Nc1cccc(C)c1C	3.3%	14
COc1ccc(Nc2nc(NCc3ccco3)nc(N3CCOCC3)n2)cc1	3.3%	/
O=C(Cn1c(=O)sc2ccccc21)Nc1nc2c(s1)CCCC2	4.6%	/
O=C(NC(=O)N1CCN(c2ccc([N+](=O)[O-])cn2)CC1)c1ccccc1F	-2.9%	8
Cn1cc(CNC(=O)CC2C(=O)NCCN2CC(C)(C)C)cn1 (stereo not given)	2.5%	-9
COc1ccc(-c2csc(NC(=O)CN3C(=O)CCC3=O)n2)cc1	-1.8%	5
COc1ccc(N/N=C/c2c(O)n(-c3cccc(C)c3)c(=O)[nH]c2=O)cc1	3.5%	6
CS(=O)(=O)N(CC(=O)Nc1ccc2c(c1)OCCO2)c1ccc2c(c1)OCO2	-1.6%	-6
CC1(C)OC(=CC=Nc2ccc(Cl)cc2)OC1(C)C	-2.1%	/
CCO[C@H]1OC(C(=O)O)=C[C@@H](c2csc3ccccc23)[C@@H]1CCCO	-3.7%	/
O=C(NCCC1=CCCCC1)c1ccc(Cl)cc1	2.3%	/
O=C(COc1ccc(Cl)cc1Br)NC(=O)NCc1ccccc1	3.2%	19
CC1(C)N2CC3([N+](=O)[O-])CN1CC([N+](=O)[O-])(C2)C3	7.7%	-1
CC(=O)N[C@@H]1c2c(ccc3ccccc23)OC[C@@H]1COC(C)=O	-4.5%	-13
O=C(CC1C(=O)NC2CCCCC2N1C(=O)c1ccc([N+](=O)[O-])cc1)Nc1ccccc1 (stereo not given)	-2.6%	4
Cc1c(OCc2ccccc2)c(=O)ccn1Cc1ccc(F)cc1	8.3%	-11
c1ccc2c(c1)nc(N1CCOCC1)c1ccccc12	-0.8%	1
CCCc1cc(=O)[nH]c(SCC(=O)N2CCCc3ccccc32)n1	2.3%	-7
COC(=O)c1cc(OC)c(OC)cc1NC(=O)c1cccc(OC)c1OC	2.4%	-4
C=CCN1CC[C@]23c4c5ccc(O)c4O[C@H]2/C(=N/NC(=O)c2ccccc2)CC[C@@]3(O)[C@H]1C5	1.4%	/
Nn1c(SCC(=O)NCCCc2ccccc2)nnc1-c1cccnc1	1.7%	-1
CC(C)(C)c1ccc(C(=O)/C=C2\NC(=O)CS2)cc1	-0.9%	5
Cc1cc(NC(=O)c2ccccc2NS(=O)(=O)c2c(C)c(C)cc(C)c2C)no1	/	3
Cc1ccc(N/C(C(Cl)=C(Cl)Cl)=C(/Cl)[N+](=O)[O-])c(C)c1	-3.6%	-7
CN1C(=S)SC(C)(C)C1/[N+]([O-])=C/c1cccnc1 (stereo not given)	3.7%	1
SMILES	M. tuberculosis GlmU	Mtb RmlCD inh
Cn1c(=O)c2[nH]c(CN3CCN(Cc4ccccc4)CC3)nc2n(C)c1=O	-2.9%	4
Cc1ccc2nc(Cl)c3nnnn3c2c1	0.9%	46
COc1ccc(NC2=C(C(C)=O)C(c3ccc(OC)c(OC)c3)C(C(C)=O)C(C)(O)C2)cc1 (stereo not given)	-2.9%	/
CCNC(=O)C1CCCc2c1[nH]c1ccc(Cl)cc21 (stereo not given)	-1.0%	4
Cc1ccc(O)c(N=NC2=C(O)CC(C)(C)CC2=O)c1	4.3%	4
COc1ccc(C(=O)NCC(=O)N=Nc2c(O)n(Cc3ccccc3)c3ccccc23)cc1OC	-4.2%	-10
CCOC(=O)Nc1oc2ccccc2c(=O)c1CN1CCOCC1	-2.7%	-3
COc1ccc(Nc2nc3ccccc3nc2NS(=O)(=O)c2ccc(NC(C)=O)cc2)cc1	5.2%	2
COc1ccc(C/C(C)=N/NS(=O)(=O)c2ccc(Br)cc2)cc1	2.2%	/
CCOCc1nnc(NC(=O)c2cc(OC)c(OC)cc2[N+](=O)[O-])s1	-2.7%	-5
N#Cc1c(NCCO)nc(NCc2ccccc2)c2c1CCN(Cc1ccccc1)C2	4.6%	-3
Cc1cc(C)n2nc(C(=O)Nc3cccnc3)nc2n1	1.8%	11
CC(=O)Nc1ccc(S(=O)(=O)NNC(=O)c2cc3c4ccccc4n(C)c3s2)cc1	3.1%	-9
CCOc1ccc(S(=O)(=O)N/N=C(\C)c2ccc(Cl)c(Cl)c2Cl)cc1	4.5%	109
COc1cc(C(=S)N2CCN(c3ccccc3Cl)CC2)cc(O)c1O	-1.4%	-6
Cc1ccc(C)c(NC(=S)N(CCc2ccncc2)C(C)C)c1	2.2%	-7
CC(=O)C(/C=N/c1ncc(C(F)(F)F)cc1Cl)=C(\C)O	-1.5%	7
C=C(C)CNC(=S)N/N=C(\C)c1cccc(NC(C)=O)c1	3.8%	21
O=C(C1CCN(C2CCN(C/C=C/c3ccccc3)CC2)CC1)N1CCOCC1	-3.0%	/
COc1ccc(C(=O)CSc2nnc(CC(=O)Nc3ccccc3OC)n2C)cc1	1.2%	28
COc1ccc(/C=C(/NC(C)=O)C(=O)O)cc1	/	8
CCn1c(SCC(=O)Nc2ccc(NC(=O)c3ccco3)cc2)nnc1-c1cccs1	-3.5%	/
O=C(NC(=S)Nc1nc2ccccc2s1)c1cccs1	4.2%	-10
O=C(c1ccc(NS(=O)(=O)c2cccc3cccnc23)cc1)N1CCOCC1	2.4%	/
O=C(NCc1ccco1)C1CCN(c2nc3ccccc3n2Cc2ccccc2F)CC1	3.1%	-9

18 of the compounds above, with bars between the fields.
structure | M. tuberculosis GlmU | Mtb RmlCD inh
COc1ccc(Nc2nc3ccccc3nc2NS(=O)(=O)c2ccc(NC(C)=O)cc2)cc1 | 5.2% | 2
COc1ccc(C/C(C)=N/NS(=O)(=O)c2ccc(Br)cc2)cc1 | 2.2% | /
CCOCc1nnc(NC(=O)c2cc(OC)c(OC)cc2[N+](=O)[O-])s1 | -2.7% | -5
N#Cc1c(NCCO)nc(NCc2ccccc2)c2c1CCN(Cc1ccccc1)C2 | 4.6% | -3
Cc1cc(C)n2nc(C(=O)Nc3cccnc3)nc2n1 | 1.8% | 11
CC(=O)Nc1ccc(S(=O)(=O)NNC(=O)c2cc3c4ccccc4n(C)c3s2)cc1 | 3.1% | -9
CCOc1ccc(S(=O)(=O)N/N=C(\C)c2ccc(Cl)c(Cl)c2Cl)cc1 | 4.5% | 109
COc1cc(C(=S)N2CCN(c3ccccc3Cl)CC2)cc(O)c1O | -1.4% | -6
Cc1ccc(C)c(NC(=S)N(CCc2ccncc2)C(C)C)c1 | 2.2% | -7
CC(=O)C(/C=N/c1ncc(C(F)(F)F)cc1Cl)=C(\C)O | -1.5% | 7
C=C(C)CNC(=S)N/N=C(\C)c1cccc(NC(C)=O)c1 | 3.8% | 21
O=C(C1CCN(C2CCN(C/C=C/c3ccccc3)CC2)CC1)N1CCOCC1 | -3.0% | /
COc1ccc(C(=O)CSc2nnc(CC(=O)Nc3ccccc3OC)n2C)cc1 | 1.2% | 28
COc1ccc(/C=C(/NC(C)=O)C(=O)O)cc1 | / | 8
CCn1c(SCC(=O)Nc2ccc(NC(=O)c3ccco3)cc2)nnc1-c1cccs1 | -3.5% | /
O=C(NC(=S)Nc1nc2ccccc2s1)c1cccs1 | 4.2% | -10
O=C(c1ccc(NS(=O)(=O)c2cccc3cccnc23)cc1)N1CCOCC1 | 2.4% | /
O=C(NCc1ccco1)C1CCN(c2nc3ccccc3n2Cc2ccccc2F)CC1 | 3.1% | -9

(further entries)
SMILES	M. tuberculosis GlmU	Mtb RmlCD inh
COC(=O)CN1C(=O)COc2ccc(Cl)cc21	4.2%	/
Cc1ccc(-c2nn(C(C)(C)C)c3ncnc(N)c23)cc1	3.3%	-6
Cc1c(O)ccc(-c2n[nH]c(C(=O)O)c2-c2nc3ccccc3s2)c1O	5.8%	20
COC(=O)Cc1cc(=O)oc2cc(O)ccc12	-0.9%	7
C/C(=N\NC(=O)c1cccc([N+](=O)[O-])c1)c1cccc(NC(=O)C2CC2)c1	-0.6%	3
Cc1nn(C)c(C)c1NC(=O)Nc1cccc(C(F)(F)F)c1	4.0%	15
COc1cccc(C(c2c(O)nc(SC)n(C)c2=O)c2c(O)nc(SC)n(C)c2=O)c1	0.9%	?
COc1ccc(OC)c(-c2cc(C(=O)Nc3cc(C)n(Cc4ccc(Cl)cc4)n3)no2)c1	0.2%	/
COc1cccc(NC(=O)Nc2nnc(N3C(C)CCCC3C)s2)c1 (stereo not given)	-2.3%	/
Cc1ccc2c(c1)NC(=O)C(CC(=O)NCc1cccnc1)O2 (stereo not given)	3.7%	9
Cc1ccc([N+](=O)[O-])c(OCCN2CCNCC2)c1	-0.9%	-4
Cc1cc(C)c2nc(NC(=O)C3CCCO3)sc2c1 (stereo not given)	0.2%	8
COc1c2ccoc2nc2c(OC)cccc12	-0.7%	11
Cc1ccccc1Nc1nc(-c2ccccc2)c(C(=O)Nc2cccnc2)s1	-3.4%	13
Cn1c(SCc2nc(-c3ccccc3)no2)nnc1-c1ccco1	1.0%	/
CCCCc1c(C)nc(Nc2ccc(OC)cc2)[nH]c1=O	1.3%	/

Some of the compounds tested. The share of hits here may be higher or lower than overall.
